STK33 kinase inh – blocks human STK33 kinase activity; Q9BYT3; purified STK33, MBP phosphorylation, ADP-Glo luminescence; inhibition, % at 10 µM; 320,000 compounds, 0.073% hits; AID 2661;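 active = inhibition at or above 25%, using the most active replicate where run in duplicate; inactive = inhibition below 25%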
Target sequence (Q9BYT3 whole entry, looked up): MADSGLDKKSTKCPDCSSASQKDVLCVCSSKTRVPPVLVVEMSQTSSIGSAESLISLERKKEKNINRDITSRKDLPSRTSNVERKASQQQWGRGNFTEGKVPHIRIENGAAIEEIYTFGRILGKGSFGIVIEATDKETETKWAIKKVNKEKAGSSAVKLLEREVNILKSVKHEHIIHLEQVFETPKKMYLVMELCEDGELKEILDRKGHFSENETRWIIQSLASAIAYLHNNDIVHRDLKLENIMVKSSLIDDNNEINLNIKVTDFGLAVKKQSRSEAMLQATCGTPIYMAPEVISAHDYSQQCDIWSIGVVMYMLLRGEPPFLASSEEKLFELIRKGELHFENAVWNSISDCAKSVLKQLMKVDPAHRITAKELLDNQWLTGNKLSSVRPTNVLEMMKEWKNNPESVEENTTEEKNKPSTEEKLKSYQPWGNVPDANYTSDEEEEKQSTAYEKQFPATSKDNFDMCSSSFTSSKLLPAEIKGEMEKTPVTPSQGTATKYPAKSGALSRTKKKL
KCNQ2 block – KCNQ2 potassium channel inhibitors, primary screen, cell-based, CHO-K1, FluxOR thallium flux, B-score (AID 2156). 20 min; stronger effect = lower value. O88943. 310,000 compounds, 1.1% hits. B-score at 10 µM;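 active = fluorescence ratio B-score at most minus 3 library SDs, with starting brightness B-score within 2 library SDs, cut at about -5.5 in these data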
OX1R FRET antag – antagonists of human orexin 1 receptor (OX1R). O43613. OX1R-expressing cells, FRET antagonist read-out. inhibition, % at 6.6 µM. 330,000 compounds, 1.8% hits. AID 485270; in the data active = inhibition mostly above about 38%, no sharp cut-off; inactive = mostly below about 40%;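 also: 0% = agonist challenge alone and 100% = reference antagonist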
Target sequence (O43613 whole entry, looked up): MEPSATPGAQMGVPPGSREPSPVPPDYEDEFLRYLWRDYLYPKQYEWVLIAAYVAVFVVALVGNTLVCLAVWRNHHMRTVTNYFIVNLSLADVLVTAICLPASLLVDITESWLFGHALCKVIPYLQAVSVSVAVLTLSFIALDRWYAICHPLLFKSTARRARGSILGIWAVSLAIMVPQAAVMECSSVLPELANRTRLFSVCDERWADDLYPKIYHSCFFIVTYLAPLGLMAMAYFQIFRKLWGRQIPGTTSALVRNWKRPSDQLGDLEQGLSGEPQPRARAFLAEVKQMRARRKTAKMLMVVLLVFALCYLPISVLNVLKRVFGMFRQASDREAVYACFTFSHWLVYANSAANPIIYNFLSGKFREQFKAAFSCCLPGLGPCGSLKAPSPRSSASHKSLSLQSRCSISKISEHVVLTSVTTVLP
* hit, by the source's call; i = inactive; · = not tested or not shown.

SMILES | STK33 kinase inh | KCNQ2 block | OX1R FRET antag
CS(=O)(=O)N1CCCC(C(=O)NCCc2ccc(Cl)cc2)C1 (stereo not given) | -2.2 | i | 0.3
Cc1ccc(C(=O)O)cc1[N+](=O)[O-] | -0.6 | · | 7.9
COc1cc([N+](=O)[O-])ccc1NC(=O)/C=C/C(=O)O | -0.1 | i | 33.1
O=C(CSc1nnc(-c2ccncc2)n1-c1ccccc1)NCC1CCCO1 (stereo not given) | 0.8 | · | -2.8
Oc1c(N=NC(=S)Nc2ccccc2F)c2ccccc2n1Cc1ccccc1Cl | -0.2 | i | 22.1
CCOC(=O)c1cc(CC)sc1NC(=O)c1cc([N+](=O)[O-])ccc1N1CCOCC1 | -0.5 | i | 1.6
C/C(Cl)=C/Cc1c(C)[nH]c2ccc(C)cc2c1=O | -1.2 | i | 15.3
Cc1cc(S(=O)(=O)NCc2ccccc2)ccc1OCC(=O)NCc1cccnc1 | -1.6 | i | 21.8
COc1ccc(C(=O)[C@H]2[C@H]3C(=O)N(c4ccc(OC(C)=O)cc4)C(=O)[C@H]3C3C=CC=NN32)cc1 (stereo not given in full) | -2.3 | i | 14.1
CC/C(C)=N/Nc1nc2c(c(=O)[nH]c(=O)n2C)n1Cc1ccccc1 | 1.7 | i | 0.8
O=C(CNS(=O)(=O)c1ccccc1F)OCC(=O)c1c[nH]c2ccccc12 | 0.2 | · | 7.7
O=[N+]([O-])c1ccc(S(=O)(=O)NCC2CCCO2)cc1 (stereo not given) | -1.5 | i | 81.5*
O=C(CCNC(=O)c1ccc(Br)cc1)Nc1ccc(S(=O)(=O)N2CCOCC2)cc1 | 0.1 | · | 10.8
Nc1nc(NCCCN2CCOCC2)nc(Nc2ccc(F)cc2)c1[N+](=O)[O-] | 0.3 | i | 32.6
NC(=O)CSc1n[nH]c(-c2ccco2)n1 | 0.4 | i | 2.6
Cc1sc2nc(CN(CCc3ccccc3)C(=O)c3ccco3)[nH]c(=O)c2c1C | 0.2 | · | 16.2
O=C(CC1C(=O)NC2CCCCC2N1C(=O)c1ccc(F)cc1)Nc1ccccc1 (stereo not given) | -0.7 | i | 5.1
Cc1ccc(OCCn2c(=O)oc3ccc(C)cc32)cc1 | -0.6 | i | 2.1
CCCCCN(C(=O)NC(=O)Nc1ccccc1C)S(=O)(=O)c1ccccc1 | -0.9 | i | 10.3
CCOC(=O)c1sc(NC(=O)c2ccc(C)s2)cc1C | -1.0 | i | 79.2*
COc1ccc(CC(NC(C)=O)C(=O)NC2CCN(C(=O)Nc3ccccc3C)CC2)cc1OC (stereo not given) | -2.4 | i | 10.2
CO[C@@]1(NC(=O)Cc2cccs2)C(=O)N2C(C(=O)O)=C(COC(N)=O)CS[C@@H]21 | -2.9 | i | 20.3
COc1cc(/C=C(\C#N)C(=O)NCc2cccs2)ccc1O | 12.4 | i | 10.6
O=C(Nc1cc(Cl)cc(Cl)c1)C1CCC(=O)N1Cc1ccccc1Cl (stereo not given) | 0.7 | i | 27.4
COc1cc(S(=O)(=O)Nc2ccc3cn[nH]c3c2)ccc1Cl | 2.7 | i | 19.4

(list continues)
SMILES | STK33 kinase inh | KCNQ2 block | OX1R FRET antag
NS(=O)(=O)c1ccc(CNC(=O)c2cc(=O)c3ccccc3o2)cc1 | -1.4 | i | 5.5
CC(=O)Nc1ccc(NC(=O)CSc2nnc(-c3ccco3)n2Cc2ccco2)cc1 | 0.8 | i | 17.6
CC1CCN(c2ccc(S(=O)(=O)N3CCC(C)CC3)cc2N)CC1 | -1.0 | i | 7.4
Nc1nonc1N1CCCCC1 | 0.3 | i | 2.4
COc1ccc(N2CCN(C(=O)c3cc(=O)c4ccc(C)cc4o3)CC2)cc1 | -0.7 | i | -2.4
CCC1(C)Cc2ccccc2-c2nc(NCCCO)n(C)c(=O)c21 (stereo not given) | 1.8 | i | 4.2
Cc1ccc(C(=O)C[n+]2cc(-c3ccc(C)cc3)n3c2CCCCC3)cc1 | 0.7 | i | -0.8
C/C(CCc1ccc2c(c1)OCO2)=N\N=C1\NC(=O)CC(C(=O)Nc2ccc(Cl)cc2)S1 (stereo not given) | -0.4 | i | 0.6
COC(=O)[C@@H](NC(=O)N(C1CCCCC1)C1CCCCC1)C(C)C | -2.1 | i | 25.4
CCOC(=O)c1nnn2c1nc(N1CCOCC1)c1ccccc12 | 1.0 | i | 3.4
CC(=O)Nc1ccc(NC(=O)c2c([N+](=O)[O-])cnn2C)cc1 | -0.2 | i | 11.0
Cc1nn(C)c(C(=O)N/N=C/c2ccc(Br)cc2)c1Cl | -0.8 | i | 11.5
OCC1CCN(Cc2cn(Cc3ccccc3)nc2-c2cc3ccccc3o2)CC1 | -1.0 | i | 19.5
O=C(O)CSc1ccccn1 | -1.9 | i | 6.1
O=C(Nc1cccc(C(=O)N2CCOCC2)c1)c1cncc(Br)c1 | -0.5 | i | 9.2
C[C@H](NC(=O)c1nc[nH]c1C(=O)N1CCN(C(=O)OC(C)(C)C)CC1)C(=O)OC(C)(C)C | 0.7 | · | 21.4
COC(=O)[C@]1(CC(C)C)N[C@H](c2ccc(-c3ccc(F)cc3)cc2)[C@@H]2C(=O)N(C)C(=O)[C@@H]21 | 0.1 | i | 36.3
O=C(COC(=O)Cc1cccc(C(F)(F)F)c1)NCC1CCCO1 (stereo not given) | -2.3 | i | 2.4
CCSC(=O)NC1CCCCC1 | -1.1 | i | 7.7
CC(=O)Nc1ccc(S(=O)(=O)N2CCC(C(=O)c3ccc(Cl)cc3)CC2)cc1 | -1.6 | i | 22.0
CCc1ccc(CNC(=O)c2ccc3nc(C4CCCCC4)oc3c2)nc1 | -1.0 | i | 8.6
CCOc1ccc(NC(=O)Cn2nc(-c3ccccc3Cl)n(CC)c2=S)cc1 | 0.0 | i | 8.4
CN(C)CCNc1oc(-c2ccccc2Cl)nc1S(=O)(=O)c1ccccc1 | -1.6 | · | 8.0
Cc1ccc(-c2nc(CCN3C(=O)c4ccccc4C3=O)cs2)cc1 | 0.7 | i | 17.5
COc1ccccc1N1CCN(S(=O)(=O)c2c(C)sc3ncn(CC(=O)NCCN(C)C)c(=O)c23)CC1 | -1.5 | i | 42.0

Next section.
SMILES | STK33 kinase inh | KCNQ2 block | OX1R FRET antag
Cc1ccccc1-c1nc2sc3c(c2c(=O)o1)CCC3 | -0.7 | i | 12.9
Cc1ccc(SCC(=O)OCC(=O)NC2CCCCCC2)cc1 | 1.1 | i | 8.3
CC1CCCN(C2(O)C(=O)Nc3ccc(Br)cc32)C1 (stereo not given) | -0.7 | i | 7.4
Cc1cccc(C)c1NC(=O)c1c(-c2ccccc2)noc1C | -0.6 | -5.7* | 16.3
O=C1CC(c2ccc(F)cc2)Sc2nc(-c3ccccc3)c(-c3ccccc3)n21 (stereo not given) | 0.8 | i | 22.9
CCN(CC(=O)Nc1ccc(OC)cc1)C(=O)CCc1nc2ccccc2c(=O)[nH]1 | -1.1 | i | 15.3
CC(C)NC(=O)C12CC3CC(C1)CC(n1cnc(Cl)n1)(C3)C2 | -6.6 | i | 7.8
COc1ccc(NC(=O)CCN2CCN(c3ccc(F)cc3)CC2)cc1 | -1.4 | i | 3.4
CCCCc1cn(C[C@H]2CC[C@@H]([C@@H]3CC[C@H](Cn4cc(CCCC)nn4)O3)O2)nn1 | -0.8 | i | 31.0
CCCC(NC(=O)CCc1c(C)c2cc3c4c(oc3c(C)c2oc1=O)CCCC4)C(=O)O (stereo not given) | -2.6 | i | ·
Cn1c(SCC(=O)N2CCN(c3ccccc3)CC2)nnc1-c1ccncc1 | 1.9 | i | 5.2
CN(C)c1ccc(-c2n[nH]c(=S)n2-c2ccccc2)cc1 | -0.1 | i | 11.3
C=CCOc1ccccc1CNn1nnnc1N | 1.5 | i | 7.1
Cc1ccc(C)n1-n1c(C)nc2sc(-c3ccccc3)cc2c1=O | -0.9 | i | 57.2
Cc1c(C(=O)N2CCCCC2)c(S(=O)(=O)NCc2ccc(N(C)C)cc2)c(C)n1C | -0.9 | i | 4.4
CN(C)c1ccc(N=Nc2ccccc2C(=O)OCC(=O)NC2CCCC2)cc1 | 0.0 | i | 22.7
O=C(CCC(=O)OCc1cccc(C(=O)Oc2ccccc2)c1)Nc1cccc2ccccc12 | 1.2 | i | 10.7
CNC(=O)NC(=O)C(OC(=O)CCNS(=O)(=O)c1ccccc1)c1ccccc1 (stereo not given) | -0.8 | i | 5.4
CCN(C(=O)COC(=O)C1CC1)c1c(N)n(Cc2ccccc2)c(=O)[nH]c1=O | -0.6 | · | -3.0
O=S(=O)(c1ccccc1)N1CCN(C2CCN(Cc3ccccc3)CC2)CC1 | -1.2 | i | 3.8
O=S(=O)(c1ccc(OCC(O)CN2CCCC2)cc1)N1CCOCC1 (stereo not given) | 0.6 | i | 7.0
O=C(OCc1ccco1)c1ccc(S(=O)(=O)N2CCCCC2)cc1 | -3.6 | i | 18.8
Cc1nc(C(N)=O)nc2ccccc12 | 1.3 | i | 9.8
CC(C)(C)c1ccc(-c2n[nH]c(=S)n2CC2CCCO2)cc1 (stereo not given) | -0.3 | i | 8.5
CCOCCOC(NC(=O)c1ccccc1)(C(F)(F)F)C(F)(F)F | 1.3 | i | 22.3

Record cards, as listed above. Screens in order: STK33 kinase inh	KCNQ2 block	OX1R FRET antag
Entry for COc1ccc(NC(=O)CCN2CCN(c3ccc(F)cc3)CC2)cc1 = -1.4	i	3.4
Entry for CN(C)c1ccc(-c2n[nH]c(=S)n2-c2ccccc2)cc1 = -0.1	i	11.3
Entry for O=S(=O)(c1ccccc1)N1CCN(C2CCN(Cc3ccccc3)CC2)CC1 = -1.2	i	3.8
Entry for Cn1c(SCC(=O)N2CCN(c3ccccc3)CC2)nnc1-c1ccncc1 = 1.9	i	5.2
Entry for CC1CCCN(C2(O)C(=O)Nc3ccc(Br)cc32)C1 (stereo not given) = -0.7	i	7.4

Additional entries
SMILES | STK33 kinase inh | KCNQ2 block | OX1R FRET antag
Cc1cccc(OCC(=O)Nc2nccs2)c1C | 11.1 | i | 23.4
CCOc1ccc(-n2c(N)c(-c3nc4ccccc4n3C)c3nc4ccccc4nc32)cc1 | -0.3 | i | 2.7
Cc1ccc(S(C)(=O)=O)cc1C(=O)Nc1ccc(S(=O)(=O)Nc2nccs2)cc1 | 0.6 | · | -0.4
CC(C)c1ccc(C(C(=O)NC2CCCC2)N(C(=O)CNC(=O)c2ccco2)c2cccnc2)cc1 (stereo not given) | -11.6 | i | 3.9
COC(=O)c1ccc(-c2nc3cc(N)ccc3o2)cc1 | 2.3 | i | 16.8
Nc1c(C(=O)CSc2nnc(Cc3ccccc3)o2)c(=O)[nH]c(=O)n1C1CC1 | -2.2 | · | -1.8
CN(CC(=O)Nc1cccc(F)c1)C(=O)c1ccc(OCc2cn3ccccc3n2)cc1 | 0.6 | · | 0.4
CC1=C(C(=O)Nc2ccccn2)C(c2ccc(N(C)C)cc2)n2ncnc2N1 (stereo not given) | -1.1 | i | -1.8
Cc1ccc(C(=O)c2c(NC(=O)c3ccccc3C)sc(C)c2C)cc1 | -1.2 | -10.6* | 10.4
CN(C)CCNC(=O)CNC(=S)N(CCCN1CCOCC1)Cc1cccs1 | -1.5 | i | 20.1
CC(=O)N1CCC(N(CCN2CCOCC2)C(=S)Nc2ccc(C)c(C)c2)CC1 | -0.9 | i | 10.8
CC1=C(C)CC(C(=O)c2ccc(C)cc2)C(C(=O)O)C1 (stereo not given) | 2.6 | i | 12.2
CCOC(=O)/C(C#N)=C(\O)c1ccc(NC(=O)c2ccc([N+](=O)[O-])cc2)cc1 | -4.1 | i | 16.7
Cc1cccc(NS(=O)(=O)c2cccc(C(=O)NCCCN3CCCC3=O)c2)c1 | -1.3 | i | 18.0
COc1ccc(-c2cc(C(=O)N(C)Cc3ccccc3)c3ccccc3n2)cc1 | -1.8 | i | 1.2
CCc1noc(C)c1C(=O)NNC(=O)COc1cc(C)ccc1C | -2.5 | · | 6.8
CC(C)C(=O)Nc1nnc(SCC(=O)NC2CC2)s1 | -0.6 | i | 2.9
CCOC(=O)c1c(C)[nH]c(C)c1C(=O)COC(=O)Cc1ccc(OC)c(OC)c1 | -2.4 | · | 2.3
O=C(CCc1ccccc1)Nc1cccnc1 | -0.1 | i | -1.1
CC(=O)c1cccc(CN2CCN(CCc3ccccc3)C(CCO)C2)c1 (stereo not given) | -2.4 | i | 20.9
O=C1CNC(=O)N1CC(=O)N1CCCc2ccccc21 | -1.0 | i | -1.2
COCCCNC(=S)NC1CCCCC1 | -1.0 | i | -2.5
O=C(CNC(=O)c1ccc(S(=O)(=O)N2CCCC2)cc1)N/N=C/c1ccc(Cl)cc1Cl | -0.9 | i | 20.2
COCCCN1CN(S(=O)(=O)c2ccc(C)cc2C)c2nc3ccccc3nc21 | -1.3 | i | 14.5
NC(=S)Nc1cccc2cn[nH]c12 | 0.2 | i | 16.1
O=C(CN1CCN(S(=O)(=O)N2CCOCC2)CC1)Nc1cc(Cl)ccc1Cl | -0.3 | i | 2.9
Cc1cc(N2CCN(C)CC2)ccc1NC(=O)c1ccc(-c2ccc(Cl)cc2)o1 | 13.7 | i | 2.5
COc1cccc(C(=O)Nc2ccc3[nH]ncc3c2)c1 | 3.9 | i | 1.7
Cc1cc(C)nc(SCC(=O)N/N=C\c2sccc2C)n1 | -0.1 | i | -1.4
CCCCN(C)S(=O)(=O)c1cc(Br)cc2c1N(C(=O)C1CC1)CC2 | 1.1 | i | 20.2

Among those listed so far, these contain a tert-butyl group.
SMILES | STK33 kinase inh | KCNQ2 block | OX1R FRET antag
C[C@H](NC(=O)c1nc[nH]c1C(=O)N1CCN(C(=O)OC(C)(C)C)CC1)C(=O)OC(C)(C)C | 0.7 | · | 21.4
CC(C)(C)c1ccc(-c2n[nH]c(=S)n2CC2CCCO2)cc1 (stereo not given) | -0.3 | i | 8.5

High-throughput results deposited in PubChem BioAssay by several laboratories.

Compounds as they come; about 2.7% have a hit in one of these screens.
